TEAD-YAP inh: TEAD-YAP interaction inhibition; HEK-TIYL cells, TEAD-Gal4/YAP UAS-luciferase luminescence; inhibition, % at 9.12 µM; 640,000 compounds, 1.4% hits; in the data active means inhibition above about 32%;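 further: 0% = median of test compound wells and 100% = reference inhibitor wells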
FBW7 activator: activators of human E3 ligase FBW7; normalized activity (activation), % at 26.1 µM; 650,000 compounds, 0.13% hits; Q969H0; AlphaScreen FBW7–phospho-cyclin E peptide binding, activator screen; in the data active means normalized activity above about 1.9%;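 further: purified mutant Fbw7 with reduced substrate affinity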
Target sequence (Q969H0 whole entry, looked up): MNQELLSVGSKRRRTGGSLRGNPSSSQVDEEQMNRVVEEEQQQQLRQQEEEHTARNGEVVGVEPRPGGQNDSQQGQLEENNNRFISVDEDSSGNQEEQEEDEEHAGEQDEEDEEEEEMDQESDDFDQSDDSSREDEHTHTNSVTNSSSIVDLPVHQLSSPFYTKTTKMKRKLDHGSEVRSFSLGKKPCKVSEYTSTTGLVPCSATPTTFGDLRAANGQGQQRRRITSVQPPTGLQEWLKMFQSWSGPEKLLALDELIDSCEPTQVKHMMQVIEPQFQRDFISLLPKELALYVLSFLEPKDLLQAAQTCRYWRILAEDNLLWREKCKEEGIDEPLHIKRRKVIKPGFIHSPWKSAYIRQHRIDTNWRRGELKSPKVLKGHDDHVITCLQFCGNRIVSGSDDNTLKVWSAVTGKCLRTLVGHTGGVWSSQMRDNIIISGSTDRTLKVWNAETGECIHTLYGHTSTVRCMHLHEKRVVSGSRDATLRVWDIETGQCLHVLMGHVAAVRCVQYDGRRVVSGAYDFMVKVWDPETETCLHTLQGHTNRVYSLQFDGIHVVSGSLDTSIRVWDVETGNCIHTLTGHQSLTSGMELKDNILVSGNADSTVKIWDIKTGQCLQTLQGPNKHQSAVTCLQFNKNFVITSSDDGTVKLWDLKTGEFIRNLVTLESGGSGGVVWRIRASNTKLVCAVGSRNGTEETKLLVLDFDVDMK
GPR151 ag: activates the human receptor GPR151; PathHunter beta-arrestin GPR151 cells, luminescence; activation, % at 11.2 µM; 650,000 compounds, 1% hits; in the data active means activation above about 4.9%;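 further: 0% = median of compound wells and 100% = cells with positive control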
Target sequence (Q8TDV0 whole entry, looked up): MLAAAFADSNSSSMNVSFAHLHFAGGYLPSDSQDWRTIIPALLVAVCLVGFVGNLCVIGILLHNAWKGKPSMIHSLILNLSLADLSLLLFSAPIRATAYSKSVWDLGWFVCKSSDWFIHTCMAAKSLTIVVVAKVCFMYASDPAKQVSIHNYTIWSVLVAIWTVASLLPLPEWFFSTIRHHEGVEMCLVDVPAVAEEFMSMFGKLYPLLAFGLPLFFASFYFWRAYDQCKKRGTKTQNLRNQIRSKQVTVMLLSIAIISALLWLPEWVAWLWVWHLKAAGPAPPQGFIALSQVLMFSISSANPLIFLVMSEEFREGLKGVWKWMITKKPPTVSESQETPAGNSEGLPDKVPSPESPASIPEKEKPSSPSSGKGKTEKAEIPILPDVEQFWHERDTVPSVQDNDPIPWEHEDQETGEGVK
MITF primary: inhibitors of human MITF | O75030 | AlphaScreen MITF homodimerization, bead proximity signal | inhibition, % at 2.6 µM | 650,000 compounds, 0.91% hits | AID 1259374; in the data active means inhibition above about 50%;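 further: 0% = vehicle wells with protein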
* hit, by the source's call; & = joins results of further samples. No enrichment for hits; about 3.5% have a hit in one of these screens.

item	structure	TEAD-YAP inh	FBW7 activator	GPR151 ag	MITF primary
1	O=C(Nc1ccccc1O)c1ccc2c(c1)C(=O)N(CC1CCCO1)C2=O (centres undefined)	6	0.1	-0.6	3
2	O=C(Nc1nc(-c2ccccc2)cs1)c1ccccc1O	-8	0.5	2.0	29
3	O=[N+]([O-])c1cccc2c1nnn2C12CC3CC(CC(O)(C3)C1)C2	4	0.1	1.3	14
4	CCCCc1ccc(Nc2nc(CC(C)=O)ns2)cc1	-49	0.0	-0.9	11
5	OCCCNCc1ccc(Cl)cc1Cl	4	-0.3	0.0	-3
6	CCC(NC(=O)NNC(=O)c1ccc(OC)c(OC)c1)(C(F)(F)F)C(F)(F)F	23	0.0	-2.0	-19
7	CCN(CC)C1CC(=O)N(CCCCCCN2C(=O)CC(N(CC)CC)C2=O)C1=O (centres undefined)	0	0.1	-0.1	42
8	CCc1cccc(C)c1NC(=O)COc1ccc(Cl)c(C)c1	7	0.2	-0.8	13
9	O=C(CN1CCN(c2ccc(O)cc2)CC1)NC(c1ccccc1)c1ccccc1	0	0.0	-0.8	19
10	NCCC(=O)N1CC(C(=O)Nc2nc3ccc(-c4cn[nH]c4)cc3s2)C(c2ccccc2)C1 (centres undefined)	-1	-0.6	-1.3	-5

Next section, overlapping the part above by 2 compounds.
item	structure	TEAD-YAP inh	FBW7 activator	GPR151 ag	MITF primary
9	O=C(CN1CCN(c2ccc(O)cc2)CC1)NC(c1ccccc1)c1ccccc1	0	0.0	-0.8	19
10	NCCC(=O)N1CC(C(=O)Nc2nc3ccc(-c4cn[nH]c4)cc3s2)C(c2ccccc2)C1 (centres undefined)	-1	-0.6	-1.3	-5
11	CCn1c(SCC(=O)N2CCN(c3ccccc3)CC2)nnc1-c1ccccc1O	34*	-0.1	2.6	9
12	Cc1ccnc(NC(=S)NC(=O)/C=C/c2ccccc2)c1	-11	0.3	-1.2	22
13	COc1cc(OC)c(C2C3=C(CCCC3=O)Nc3nc(SC)nn32)cc1OC (centres undefined)	6	0.4	-0.6	22
14	CCOC(=O)c1c(NC(NC(C)=O)C(Cl)(Cl)Cl)sc(C(C)=O)c1C (centres undefined)	21	1.4	0.4	10
15	Cc1ccc(OCC(=O)n2nc(C)cc2C)c(C)c1	5	0.4	2.0	8
16	CC1=CC(=O)C=C/C1=N/OS(=O)(=O)c1ccccc1	-4	-0.6	0.4	40
17	CC(=O)c1cccc(NC(=O)/C=C/c2ccc(Br)cc2)c1	-40	-0.3	-1.8	-14
18	COc1ccc(CN=CC2=C(O)CC(c3ccccc3)CC2=O)cc1 (centres undefined)	-2&23	-0.2&0.4	-0.1&-0.7	5&6
19	CCCOc1ccc(C(=O)Nc2cccc(NC(=O)CC)c2)cc1	7	0.2	-0.4	22
20	COc1ccc(C(=O)Nc2ccc(Cl)cc2C(=O)N2CCCC(C)C2)cc1OC (centres undefined)	6	0.0	-0.2	11
21	COc1ccccc1Nc1c(-c2ccc(C)cc2)c(=O)c1=O	-1	-0.1	-0.3	10
22	COC(=O)c1cccc(NC(=O)COc2ccc(Br)cc2)c1	-33	0.1	4.8	11
23	CN1CCN(C(=O)c2ccc(-c3nc(N)c4ncn(Cc5ccc(C(F)(F)F)cc5)c4n3)cc2)CC1	-6	0.1	2.6	9
24	NC(=O)c1sc2nc3c(c(-c4ccco4)c2c1N)CCCCC3	40*	0.2	0.1	-11
25	Cc1ccc(-c2c3c(nc4sc(C(=O)Nc5cccc(Cl)c5C)c(N)c24)CCCC3)o1	3	0.1	1.1	-11
26	COc1nc(NCCO)nc(-c2ccc(C(N)=O)cc2)n1	-8	0.0	1.1	1
27	COc1ccc(CNC(=O)c2ccc([N+](=O)[O-])c(Cl)c2)cc1	-3	0.8	-0.2	17
28	CC(=O)Nc1ccc(NC(=O)C2CCCN(c3nccc(C)n3)C2)cc1 (centres undefined)	-10	0.1	-0.3	26
29	Cc1ccc(Nc2nc(N3CCCCC3)nc3c2cnn3C)cc1C	-4	0.1	0.9	13
30	CC(=O)Nc1ccnn1C1CCN(Cc2cccc(OC3CCCC3)c2)CC1	4	0.4	-2.0	56*

As entered above:
#30 in FBW7 activator has 0.4
#17 in MITF primary has -14
#20 in GPR151 ag has -0.2

Next part
item	structure	TEAD-YAP inh	FBW7 activator	GPR151 ag	MITF primary
31	COc1cc(C=C2C(=O)NC(=S)NC2=O)ccc1OC(C)C	-6	0.1	1.5	7
32	c1cnc2c(OCCN3CCCCC3)cccc2c1	-2	-0.2	-0.4	8
33	CC(C)N(C(=O)CSc1ncccc1C(=O)O)c1ccccc1	12	0.0	2.0	5
34	COc1ccc(S(=O)(=O)NCc2nc(-c3cccc(C)c3)no2)cc1	6	0.0	0.6	-9
35	CC(C)N1CCN(S(=O)(=O)c2ccccc2[N+](=O)[O-])CC1	7	0.1	0.6	34
36	O=C(c1ccc(F)cc1Cl)N1CCCC1	1	0.0	-0.4	0
37	COc1cc(/C=N/NC(=O)c2cc(C)[nH]n2)ccc1OC(=O)c1ccccc1	11	0.1	-0.2	9
38	CCN(CC)C(=O)C1CCCN(c2nccc(NCCN3CCOCC3)n2)C1 (centres undefined)	8	-0.1	-2.9	5
39	CCN(CC(=O)Nc1sc2c(c1C#N)CCC(C)C2)Cc1nc2ccccc2c(=O)[nH]1 (centres undefined)	-2	0.0	-0.1	5
40	CCC(NS(=O)(=O)c1ccc(C)cc1)C(=O)NCc1ccccc1OC (centres undefined)	3	0.1	0.2	4
41	Cc1cc(C(=O)COc2ccc3c(c2)CCC3)c(C)n1C	-34	-0.1	-0.5	1
42	COc1ccc(OC)c(-c2cc(C(=O)N3CCCCC3)no2)c1	-25	0.1	0.0	18
43	Cc1cc(Cl)ccc1NC(=S)NCCCO	-11	0.0	0.2	9
44	O=C(CCn1c(=S)[nH]c2cc3c(cc2c1=O)OCO3)NC1CC1	0	-0.2	-1.0	-8
45	CCOC(=O)COc1ccc(/C=C2/C(=O)NN(c3cccc(C)c3)C2=O)cc1OC	2	-0.1	-1.2	7
46	CCn1cnc2cc(NC(C)=O)ccc21	-5	0.1	-1.1	9
47	COc1cc(/C=C2N=C(/C=C/c3ccccc3)OC/2=O)ccc1OC(C)=O	12	0.4	0.3	20
48	O=C(N/N=C/c1ccccc1O)c1cccc(NC(=O)c2ccccc2)c1	-20	-0.1	0.9	12
49	Cc1cc2c(cc1S(=O)(=O)Nc1cc(F)ccc1F)OCCN2C	6	0.6	-2.3	10
50	CN1C(=O)CCC12CCN(Cc1nc(-c3ccccc3)cs1)CC2	-15	0.1	-1.0	-4
51	CN1CCN(Cc2c(O)ccc3c(=O)c(Oc4ccccc4Br)c(C(F)(F)F)oc23)CC1	-12	-0.2	1.8	-7
52	CCOc1ccc(-n2c(SCC#N)nc3c(sc(=S)n3-c3ccccc3C)c2=O)cc1	-6	0.1	0.1	2
53	CCc1c(-c2n[nH]c(=S)n2CC)csc1C	3	0.8	-1.1	9
54	CCOc1ccc(C(=O)CCN2CCN(c3ccc(F)cc3)CC2)cc1	10	0.0	0.3	4
55	CCCC1=NN2C(=N)/C(=C/c3cccc(C)c3)C(=O)N=C2S1	-7	0.0	-0.1	-3
56	O=C(NCCN1CCOCC1)C1CC(c2ccccc2O)=NO1 (centres undefined)	1	0.1	-0.9	-15
57	O=C(Nc1ccc(-c2ccc(N3CCCC3)nn2)cc1)c1c(F)cccc1F	-32	0.1	3.6	-2
58	COc1cccc(CN2CCN(Cc3ccc(OCCO)cc3)CC2CCO)c1 (centres undefined)	6	0.2	0.4	2
59	CC(CCc1ccccc1)NC(=O)COC(=O)c1ccc(S(C)(=O)=O)c([N+](=O)[O-])c1 (centres undefined)	5	0.1	-1.7	5
60	Cc1ccc(S(=O)(=O)NC(CC(=O)NCCCN2CCOCC2)c2ccco2)cc1 (centres undefined)	-5	0.3	1.4	11
61	OCC/C=C(\c1cccnc1)C(NCc1ccccc1)c1ccccc1 (centres undefined)	1	-0.2	0.1	-9
62	COc1ccc(Br)cc1C(=O)N/C(=C\c1cccc([N+](=O)[O-])c1)C(=O)Nc1ccc(C)cc1C	-1	-0.1	1.2	-4
63	N#C/C(=C1/C(=O)Nc2ccc(Br)cc21)c1nnc2n1CCCCC2	3	-0.1	-1.3	6
64	CCCc1nnc(SCC(=O)N2CCCc3ccccc32)n1CCOC	-2	-0.1	0.5	15
65	CCCCCNC(=O)c1cccnc1SCC(=O)Nc1cccc(C(F)(F)F)c1	-2	-0.2	0.6	-5
66	Cc1ccc(CNC(=O)N2CCC(CN3CCOCC3)CC2)cc1	-7	-0.2	0.4	-2
67	Cc1ccc2c(C)nc(N3CCCC(NCCc4ccco4)CC3)nc2c1 (centres undefined)	-8	0.2	1.2	9
68	c1ccc(-c2cc(N3CCc4ccccc4C3)nc(-c3ccccn3)n2)nc1	69*	-1.0	0.9	85*
69	O=C(CN1CCCc2ccccc21)Nc1ccc2[nH]c(=O)[nH]c2c1	-9	-0.2	1.1	0
70	COc1ccc(/C=C(\C#N)c2nc3ccccc3n2C)cc1OC	-21	0.0	-0.1	-11
71	CC(C)CSc1nnc(CCNC(=O)CSc2ccccn2)n1C	-7	0.1	-0.3	-25
72	O=[N+]([O-])c1ccc(-c2nc(Nc3ccc4c(c3)OCCO4)c3ccccc3n2)cc1	6	0.4	-2.4	10
73	CCOC(=O)C1=C(C)NC(=O)NC1c1ccc(O)c(OCC)c1 (centres undefined)	-3	-0.1	0.1	0
74	CC(C)NC(=O)C(=O)NNC(=O)COc1ccc(Cl)cc1	6	0.1	0.8	5
75	Cc1cccc(C(C)C)c1NS(=O)(=O)c1cccc([N+](=O)[O-])c1	-2	-0.2	1.4	6
76	Oc1cccc(-c2n[nH]c(=S)o2)c1	9	-0.1	-2.4	3
77	N#C/C(=C\c1cc(Cl)cc(Cl)c1OCc1ccc(Cl)cc1Cl)c1nn(CCO)c(N)c1C#N	5	-0.1	-0.9	1
78	COC(=O)CSc1nc2ccccc2n1CC(=O)N1c2ccccc2CC1C (centres undefined)	3	0.3	-1.3	18
79	COc1ccc(N2C(=O)C(=O)/C(=C(\O)c3ccc(F)cc3)C2c2ccc([N+](=O)[O-])cc2)cc1 (centres undefined)	7	0.0	1.4	30
80	COCCNC(=O)Cn1cc2c(n1)CCC(C)C2 (centres undefined)	5	0.1	-0.9	4

Going on with the list.
item	structure	TEAD-YAP inh	FBW7 activator	GPR151 ag	MITF primary
81	Cc1ccc(CN2CCNC(=O)C2CC(=O)N(C)CCC2CCOCC2)o1 (centres undefined)	-2	0.1	-0.7	7
82	CCS(=O)(=O)Nc1cccc(N2CCC(NC(C)c3cccs3)CC2)c1 (centres undefined)	2	0.2	1.7	4
83	COP(=O)(OC)c1nc(-c2ccccc2)oc1NCc1ccccc1	-7	0.0	0.8	15
84	CCOC(=O)N1CCN(c2c(NCCC(C)C)c(=O)c2=O)CC1	0	0.1	-0.7	9
85	COc1cccc(NC(=O)c2ccc(N(C)S(=O)(=O)c3ccc(Cl)cc3)cc2)c1	2	-0.2	1.6	8
86	COc1cc(Nc2cc(N3CCc4ccccc4C3)nc(N)n2)cc(OC)c1OC	37*	-0.2	2.8	5
87	O=C(N/N=C/c1ccccc1O)c1cccc(NC(=O)c2ccc(Cl)cc2)c1	10	-0.1	1.0	-3
88	COc1ccc(N2CCN(S(=O)(=O)c3ccc(F)cc3)CC2)cc1	-10	-0.1	0.2	1
89	CC(C)c1ccc(OCC(=O)Nc2ccc(F)cc2)cc1	-29	0.2	1.4	-4
90	CC(=O)c1ccc(NC(=O)Nc2ccc3nccnc3c2)cc1	-45	0.1	-1.0	2

Five entries from above, in transposed form:
[74] CC(C)NC(=O)C(=O)NNC(=O)COc1ccc(Cl)cc1
[4] CCCCc1ccc(Nc2nc(CC(C)=O)ns2)cc1
[53] CCc1c(-c2n[nH]c(=S)n2CC)csc1C
[68] c1ccc(-c2cc(N3CCc4ccccc4C3)nc(-c3ccccn3)n2)nc1
[63] N#C/C(=C1/C(=O)Nc2ccc(Br)cc21)c1nnc2n1CCCCC2
entry no. | 74 | 4 | 53 | 68 | 63
TEAD-YAP inh | 6 | -49 | 3 | 69* | 3
FBW7 activator | 0.1 | 0.0 | 0.8 | -1.0 | -0.1
GPR151 ag | 0.8 | -0.9 | -1.1 | 0.9 | -1.3
MITF primary | 5 | 11 | 9 | 85* | 6

More entries follow:
item	structure	TEAD-YAP inh	FBW7 activator	GPR151 ag	MITF primary
91	C=CCn1c(=O)[nH]c2nc3cc(N=CN(C)C)c(C)cc3nc2c1=O	-2	-0.1	1.3	14
92	COc1cc(C(=O)N2c3ccccc3NC3=C(C(=O)CC(c4cc(OC)c(OC)c(OC)c4)C3)C2c2cccc(F)c2)cc(OC)c1OC (centres undefined)	3	0.1	-0.5	0
93	Cc1ccc(NS(=O)(=O)N2CCCC2)cc1	10	0.1	-1.1	-1
94	Cc1ccc(C(=O)Nc2ccc(N3CCC(NCC4CCCO4)CC3)cc2)c(C)c1 (centres undefined)	-3	0.3	0.3	24
95	Cn1c(SCc2ccc(Br)cc2)nc2c(c1=O)SCC2	9	0.9	-0.8	-5
96	O=C1/C(=C/c2ccc(Cl)cc2Cl)SC(=Nc2ccccc2)N1C1CCCCC1	-15	-0.2	3.1	1
97	N#Cc1ccccc1NC(=O)COC(=O)CSc1nc2ccccc2o1	14	0.1	0.2	11
98	CCOc1ccc(NC(=O)/C=C/c2ccc(Cl)c([N+](=O)[O-])c2)cc1	-10	-0.1	1.0	1
99	CCC(C)N(Cc1ccc(F)cc1)S(=O)(=O)c1ccc(S(=O)(=O)NC2CC2)cc1 (centres undefined)	-1	0.0	0.1	4
100	CSc1cccc(NC(=O)N2CCC(CO)(CCc3ccccc3)CC2)c1	-8	0.3	2.6	-3
101	COc1ccc(N2CC(NC(=O)Cc3ccc(OC)c(OC)c3)CC2=O)cc1 (centres undefined)	9	0.6	-0.2	15

Screens as filed in PubChem.
